Assay outcomes as filed in PubChem BioAssay.
Diaph act CS – counter-screen for diaphorase-based assays: diaphorase activators and chemical reducers; 190,000 tested, 0.005% active; Diaphorase/resazurin coupled assay, resorufin fluorescence, 16 min; active compounds read high; 1 = vehicle wells, 0 = NADH-free wells; AID 1229; activation factor at 20 µM;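 active = diaphorase activity raised at least twofold by the compound at 20 µM; inactive = activation factor below 2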
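Material: purified diaphorase enzyme from Clostridium kluyveri / Medium: HEPES pH 7.4 buffer with MgCl2 and Tween 20 / Schedule: enzyme reaction of 16 min at room temperature / Measured by: resorufin fluorescence, excitation 544 nm, emission 590 nm / Evaluation: rise in resorufin formation, marking diaphorase activation or chemical reduction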
FLuc inh counter – counter-screen for luciferase assay inhibitors: firefly luciferase inhibition; P08659; ATPLite firefly luciferase biochemical luminescence, 10 min; inhibition, % at 10 µM; 200,000 tested, 1.5% active; AID 1006;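 active = inhibition above about 50% when tested at 10 µM, limit read from the data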
Target sequence (P08659 whole entry, looked up): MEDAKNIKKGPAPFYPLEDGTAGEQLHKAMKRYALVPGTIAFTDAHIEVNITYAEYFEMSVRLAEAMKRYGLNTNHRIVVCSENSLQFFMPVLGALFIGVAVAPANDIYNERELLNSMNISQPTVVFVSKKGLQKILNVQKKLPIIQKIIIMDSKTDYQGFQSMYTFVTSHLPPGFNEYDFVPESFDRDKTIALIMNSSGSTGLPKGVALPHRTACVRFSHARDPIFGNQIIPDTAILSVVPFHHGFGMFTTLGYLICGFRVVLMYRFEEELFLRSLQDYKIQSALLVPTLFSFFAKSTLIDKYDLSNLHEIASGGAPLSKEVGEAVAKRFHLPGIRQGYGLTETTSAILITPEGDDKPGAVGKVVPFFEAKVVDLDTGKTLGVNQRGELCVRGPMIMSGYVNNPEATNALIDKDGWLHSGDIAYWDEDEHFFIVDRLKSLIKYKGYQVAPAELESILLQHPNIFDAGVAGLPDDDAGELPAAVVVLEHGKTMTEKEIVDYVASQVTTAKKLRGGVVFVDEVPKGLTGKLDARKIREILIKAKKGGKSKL
FLuc stim CS – affects firefly luciferase, flagging false hits in luciferase stimulation screens | ATPlite luciferase biochemical, luminescence, 10 min; 0 = ATP-free wells, 1 = DMSO control | 200,000 tested, under 10 active | P08659 | activation factor at 10 µM | AID 1027;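 active = luciferase activation factor, scaled between plate controls, of at least 2 with compound at 10 µM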
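test system = cell-free luciferase reagent | medium = PBS as buffer for the ATP substrate | dosing = test compounds dosed from 2 mM stocks in 100% DMSO | incubation = 10 min at ambient temperature | detection = luminescence measurement of luciferase light output | benchmarks = low control with PBS replacing ATP, high control enzyme plus ATP without compound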
STAT1 activator – STAT1 signaling activation. activation (% of control), % at 5.5 µM. NIH 3T3 STAT1-luciferase reporter, IFN-gamma, luminescence; 100% = IFN-gamma alone, no compound. 200,000 tested, 2.6% active;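 active = activation above the screen-wide mean activation plus 3 SD, cut at about 130% in these data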;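 note: raw ratio to IFN-gamma control signal so 100% means no change and 0% no light; values of inactives mirror those of a sister screen read the other way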
NF-kB expr up – NF-kB expression increase, human neuronal cells | NF-kB reporter expression; active compounds read high | fold change at 12.5 µM | 190,000 tested, 1.6% active; in the data active = fold change above about 3.3
APP 5'UTR act – APP 5'UTR luciferase reporter activation; SH-SY5Y APP 5'UTR luciferase reporter, luminescence; zero percent = DMSO vehicle wells; activation, % at 2 µM; 190,000 tested, 1% active; AID 1276;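 active = activation above a set limit, based on mean plus 3 SD of controls, cut at about 140% in these data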; note: values of inactives mirror those of a sister screen read the other way
APP transl inh – APP translation inhibition; SH-SY5Y APP 5'UTR-luciferase reporter, luminescence; inhibition, % at 2 µM; 190,000 tested, 0.82% active;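 active = inhibition above a set limit, derived from the sample mean plus 3 SD, cut at about 45% in these data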; note: values of inactives mirror those of a sister screen read the other way
G6PDH CS – counter-screen for G6PDH assay hits: L. mesenteroides G6PDH inhibition. AID 1020. 200,000 tested, 0.12% active. Purified L. mesenteroides G6PDH, diaphorase/resazurin coupled fluorescence, 45 min. inhibition, % at 5 µM; in the data active = inhibition above about 50%
Diaphorase inh – inhibits diaphorase or chemically oxidizes, flagging diaphorase assay artifacts | diaphorase resazurin-to-resorufin fluorescence, NADH, 16 min; bacterial (C. kluyveri) enzyme, not human | inhibition, % at 20 µM | 190,000 tested, 0.69% active | AID 1217;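 active = primary screen inhibition at 20 µM above a set limit, cut at about 50% in these data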;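 note: plate controls were DMSO with full reaction for no effect and wells lacking NADH for full effect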
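System: Diaphorase enzyme from Clostridium kluyveri | Amount: Enzyme working solution with 0.14 U/mL diaphorase | Benchmarks: No-NADH positive control and DMSO neutral control | Signal: Fluorescence of resorufin formed from resazurin, Ex 544/Em 590 nm | Schedule: 16-min room-temperature incubation before reading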
TLR4 MyD88 comp – blocks binding of human TLR4 to MyD88. AID 861. 200,000 tested, 0.18% active. inhibition, % at 8.4 µM. O00206+Q99836. HeLa CL3-4 TLR4/MyD88 BLA complementation, FRET ratio; in the data active = inhibition above about 25%;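 note: 0% = vehicle and 100% = reference inhibitor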
Numbers without * were called inactive; · = not tested or not shown.

Compound,G6PDH CS,FLuc stim CS,APP 5'UTR act,STAT1 activator,FLuc inh counter,TLR4 MyD88 comp,APP transl inh,Diaph act CS,Diaphorase inh,NF-kB expr up
O=C(COc1cc(Cl)c(Cl)cc1Cl)NCCc1ccccn1,12,1,-1,104,4,9,1,0.9,7,1.1
CCCNS(=O)(=O)c1cccn1-c1ncc(C(F)(F)F)cc1Cl,-2,1.1,-4,99,-7,-4,4,0.9,10,1
Cc1ccc(NC(=O)NC(=O)N(C(C)C)S(=O)(=O)c2ccc(C)cc2)cc1,0,1,6,116,4,1,-6,0.9,6,1.6
Clc1ccc(Cn2ncc3c(NCc4cccnc4)ncnc32)cc1,-6,1,10,90,-4,10,-10,1,3,0.68
Cc1c(NS(C)(=O)=O)c(=O)n(-c2ccccc2)n1C,2,1,-15,105,-3,1,15,0.9,12,1.1
NCCCCc1cn(CC(=O)N2CCNCC2)nn1,7,1.1,2,109,-6,-18,-2,1.1,-6,0.99
COc1ccccc1NC1=C(Cl)C(=O)OC1OC(=O)c1ccco1 (stereo not drawn),6,1.1,-9,96,-7,-3,9,0.8,19,1.1
Cc1ccccc1-n1c(-c2csc3ccccc23)n[nH]c1=S,10,1.1,3,105,-6,-1,-3,0.8,15,1.1
Cc1nn(Cc2ccccc2)c(Cl)c1C(=O)OC1CCOC1=O (stereo not drawn),12,1,-3,101,-4,23,3,1,4,0.87
CC(C)C(c1nnnn1CCc1ccccc1)N1CCC(C(N)=O)CC1 (stereo not drawn),7,1.1,8,104,-7,-6,-8,0.9,15,1.5
CCNS(=O)(=O)c1ccc(NC(=O)Nc2cccc(C(F)(F)F)c2)cc1,9,1.1,-7,96,-9,9,7,0.8,24,0.42
CCOC(=O)N1CCN(C(=O)CNC(=O)c2nn(-c3ccc(OC)cc3)c(=O)c3ccccc23)CC1,-24,0.5,16,113,49,-15,-16,0.9,10,0.7
CCc1ccc(NC(=O)C(C)Nc2ccc(S(=O)(=O)NC(C)=O)cc2)cc1 (stereo not drawn),2,1,17,89,-4,7,-17,0.8,16,0.97
Cn1cccc1Cc1nnc(SCC(=O)NCC2CCCO2)n1CCc1ccccc1 (stereo not drawn),-7,1,2,100,-4,-6,-2,0.9,15,1.1
Cc1cccc(OCc2nnc(N)s2)c1,2,1,-2,104,1,2,2,0.8,16,1.3
COc1cc(C2CC(=O)OC3=C2C(=O)CC(C)(C)C3)cc(OC)c1OC (stereo not drawn),2,1,20,99,-5,12,-20,1,0,1.2
O=C1CCCN1CN(C(=O)c1ccc2c(c1)OCO2)c1cccc(Cl)c1,5,1.1,4,99,-8,0,-4,1,5,1
CCOC(=O)CN1C(=O)C(O)(C2CCc3ccccc3C2=O)c2ccccc21 (stereo not drawn),-2,1,-23,105,-4,3,23,0.9,12,1
CCCc1cc2c(cc1NC(=O)c1ccc(Br)cc1)OCO2,-4,1.1,-7,103,-7,8,8,0.9,12,0.97
CCCCNC(=S)N1CCN(CC)CC1,7,1,18,100,0,11,-18,1,-3,·
CC(C)(C)NS(=O)(=O)c1ccc(OCC(=O)Nc2ccc3c(c2)OCCO3)cc1,3,1,10,88,-4,-3,-10,0.9,10,0.87
CC1CN(S(=O)(=O)N(C)C)CCN1S(=O)(=O)N(C)C (stereo not drawn),0,1.1,-9,96,-6,-4,9,0.9,7,1
CCCCN(CCCC)Cc1ccc(C(=O)NNC(=O)Nc2ccc(F)cc2)o1,5,1.1,22,106,-8,-4,-22,0.9,10,1
CCc1ccc(C2C(C(C)=O)=C(C(=O)OC)Nc3nnnn32)cc1 (stereo not drawn),8,1.1,7,92,-6,7,-7,1,-2,1.1
CCOC(OCC)P(=O)(c1ccccc1)c1ccccc1,4,1,12,104,3,-8,-12,1,-5,0.88
COc1cc(C)c(N)cc1C(C)C,-16,1.1,-5,99,-8,5,5,0.8,24,0.98
CCCSCCCNC(=O)Cn1cc2c(n1)CCCCC2,-5,1,3,92,-1,-23,-4,0.9,14,1
O=C(Cn1ncn2c(cc3ccccc32)c1=O)NCc1ccco1,15,1,9,90,-1,-15,-9,0.9,11,0.98
Cc1ccc(OC(C)C(=O)N=Nc2c(O)[nH]c3ccc([N+](=O)[O-])cc23)cc1 (stereo not drawn),2,1,-8,99,-1,11,8,1.1,-5,1.2
COc1ccc2cc3cc(C(=O)NCCN4CCN(Cc5ccccc5)CC4)oc3nc2c1,6,1,0,98,-4,-6,0,1.1,-11,1.2
C=CCOc1nc(-c2ccncc2)nc2ccccc12,3,1,5,87,0,25*,-5,0.9,8,0.59
O=C(Nc1nccs1)[C@@H]1CCCN1C(=O)c1cccs1,-3,1.1,8,102,-9,8,-8,1,4,0.99
CCn1cc(C(C)NC(=O)COc2ccc(Cl)cc2C)c(C)n1 (stereo not drawn),2,1,5,105,-4,-2,-5,0.8,18,1
O=C(COc1ccc(Cl)cc1Cl)OCn1nnc2ccccc2c1=O,-2,1,6,98,-5,7,-6,0.9,9,1.1
CCOC(=O)c1sc(NC(=O)c2ccccc2OC)nc1C,-50,0.4,153*,146*,62*,4,-153,1,1,8*
CC(=O)Nc1cc(C(=O)O)ccc1S(=O)(=O)c1ccc(Cl)cc1,0,1.1,-4,117,-11,1,4,0.9,12,1.6
CC(=O)c1cccc(NC(=S)NC(=O)c2ccc(C)cc2)c1,15,0.9,88,138*,8,-3,-88,0.7,32,3.5*
COc1ccccc1N1CCN(C(=O)/C=C/c2ccco2)CC1,6,0.9,5,108,12,5,-5,0.9,13,1.2
O=c1c2c3c(sc2n2cnnc2n1C1CCCCC1)CCC3,3,1,·,·,0,·,·,0.9,7,·
Cc1cc(C)nc(-n2nc(C)c3c(C)c(C)c(C)nc32)n1,15,1.1,12,93,-7,-7,-12,0.9,15,1.1

Filtered by structure: the entries above with a halogen.
Compound,G6PDH CS,FLuc stim CS,APP 5'UTR act,STAT1 activator,FLuc inh counter,TLR4 MyD88 comp,APP transl inh,Diaph act CS,Diaphorase inh,NF-kB expr up
O=C(COc1cc(Cl)c(Cl)cc1Cl)NCCc1ccccn1,12,1,-1,104,4,9,1,0.9,7,1.1
CCCNS(=O)(=O)c1cccn1-c1ncc(C(F)(F)F)cc1Cl,-2,1.1,-4,99,-7,-4,4,0.9,10,1
Clc1ccc(Cn2ncc3c(NCc4cccnc4)ncnc32)cc1,-6,1,10,90,-4,10,-10,1,3,0.68
COc1ccccc1NC1=C(Cl)C(=O)OC1OC(=O)c1ccco1 (stereo not drawn),6,1.1,-9,96,-7,-3,9,0.8,19,1.1
Cc1nn(Cc2ccccc2)c(Cl)c1C(=O)OC1CCOC1=O (stereo not drawn),12,1,-3,101,-4,23,3,1,4,0.87
CCNS(=O)(=O)c1ccc(NC(=O)Nc2cccc(C(F)(F)F)c2)cc1,9,1.1,-7,96,-9,9,7,0.8,24,0.42
O=C1CCCN1CN(C(=O)c1ccc2c(c1)OCO2)c1cccc(Cl)c1,5,1.1,4,99,-8,0,-4,1,5,1
CCCc1cc2c(cc1NC(=O)c1ccc(Br)cc1)OCO2,-4,1.1,-7,103,-7,8,8,0.9,12,0.97
CCCCN(CCCC)Cc1ccc(C(=O)NNC(=O)Nc2ccc(F)cc2)o1,5,1.1,22,106,-8,-4,-22,0.9,10,1
CCn1cc(C(C)NC(=O)COc2ccc(Cl)cc2C)c(C)n1 (stereo not drawn),2,1,5,105,-4,-2,-5,0.8,18,1
O=C(COc1ccc(Cl)cc1Cl)OCn1nnc2ccccc2c1=O,-2,1,6,98,-5,7,-6,0.9,9,1.1
CC(=O)Nc1cc(C(=O)O)ccc1S(=O)(=O)c1ccc(Cl)cc1,0,1.1,-4,117,-11,1,4,0.9,12,1.6

No enrichment for hits; about 5.6% have a hit in one of these screens.
